RBX1-CUL1 inh: inhibitors of human ROC1-CUL1 ubiquitin ligase activity; P62877+Q13616; in vitro K48 di-Ub FRET, acceptor:donor ratio, 45 min; inhibition, % at 10 µM; 0.6% of 140,000 active; in the data active = inhibition above about 25%
Target sequence (P62877 whole entry, looked up): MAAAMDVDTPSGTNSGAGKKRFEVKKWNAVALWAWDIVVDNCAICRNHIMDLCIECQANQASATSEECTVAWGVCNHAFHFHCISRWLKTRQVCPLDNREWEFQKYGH
Target sequence (Q13616 whole entry, looked up): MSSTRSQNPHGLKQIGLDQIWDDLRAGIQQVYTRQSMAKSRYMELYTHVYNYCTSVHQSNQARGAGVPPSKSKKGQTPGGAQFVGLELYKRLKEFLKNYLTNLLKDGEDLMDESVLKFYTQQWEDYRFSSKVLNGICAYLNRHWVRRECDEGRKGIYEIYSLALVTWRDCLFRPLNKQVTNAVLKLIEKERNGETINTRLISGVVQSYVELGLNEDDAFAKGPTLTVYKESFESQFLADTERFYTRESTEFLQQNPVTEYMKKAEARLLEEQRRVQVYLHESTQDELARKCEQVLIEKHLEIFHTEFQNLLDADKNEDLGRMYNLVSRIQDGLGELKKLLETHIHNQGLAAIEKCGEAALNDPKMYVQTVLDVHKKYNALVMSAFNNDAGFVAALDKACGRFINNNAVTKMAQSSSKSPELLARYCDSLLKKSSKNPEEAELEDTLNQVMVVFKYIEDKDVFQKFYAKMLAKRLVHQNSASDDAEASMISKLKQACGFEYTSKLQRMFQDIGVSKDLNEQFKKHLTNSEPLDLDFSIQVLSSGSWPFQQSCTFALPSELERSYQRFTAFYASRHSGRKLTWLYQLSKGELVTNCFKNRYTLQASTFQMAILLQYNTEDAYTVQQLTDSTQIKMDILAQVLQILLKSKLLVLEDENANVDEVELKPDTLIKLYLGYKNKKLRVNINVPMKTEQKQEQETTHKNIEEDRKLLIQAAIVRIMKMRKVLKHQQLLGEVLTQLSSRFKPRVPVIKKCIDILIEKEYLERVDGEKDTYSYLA
* marks the source's active call; other numbers are inactive results.

SMILES	RBX1-CUL1 inh
Cc1nn2c(C)c(C(=O)N3CCN(c4ccccc4)CC3)cnc2c1-c1ccccc1	-2
CCOc1ccccc1N1CCN(C(=O)c2cc3nc(-c4ccc(Cl)s4)cc(C(F)(F)F)n3n2)CC1	-7
Cc1cccc2sc(N(Cc3cccnc3)C(=O)CCS(=O)(=O)c3ccccc3)nc12	-14
Clc1ccc2nc(CCc3ccccc3)nc(N3CCC4(CC3)OCCO4)c2c1	-4
COc1cccc(-c2nc(S(=O)(=O)c3ccc(C)cc3)c(NCc3ccccc3)o2)c1	-6
O=C1C(Cl)=C(N2CCCCCC2)C(=O)N1c1ccc(Cl)cc1Cl	-1
O=C(N[C@@H]1c2ccccc2C2(CCN(C(=O)/C=C/c3ccc(F)cc3)CC2)[C@H]1O)c1ccccc1	-5
CN(Cc1ccccc1)C(=O)c1ccc(CN2CCCCC2)cc1	11
Cc1cccc(N2CCN(C(=O)c3c(C)oc4nc(C)nc(N5CCCC5)c34)CC2C)c1 (configuration not stated)	0
COCCCn1c(CN2C[C@@H](C)O[C@@H](C)C2)cnc1S(C)(=O)=O	-4
C#CCN(CC=C)c1nc2nonc2nc1N1CCCC1	7
CCOC(=O)c1cc(/C=N/O)c(S)s1	8
Cc1cc(C)c(Cn2c3ccccc3c3cnn(CC(=O)NCc4ccccn4)c(=O)c32)c(C)c1	1
O=C(O)CCn1c(=O)oc2ccc(Cl)cc21	1
O=S(=O)(NCCc1csc(-c2cccc(F)c2)n1)c1cc(F)ccc1F	-1
O=C(CCC(=O)OCC(=O)c1cccc([N+](=O)[O-])c1)Nc1ccccc1C(=O)OCC(=O)c1cccc([N+](=O)[O-])c1	-14
CCCNC(=O)c1c(NC(=O)c2ccc(C)cc2)sc2c1CCCCC2	-8
COc1cc(C(=O)Oc2c(Br)cc(Br)cc2/C=N\NC(=O)c2ccc3c(c2)OCO3)cc(OC)c1OC	-3
COc1ccc(CNc2nc(-c3ccco3)nn2C(=O)c2ccccc2Cl)cc1	0
CC(C)CC(=O)Nc1ccnn1C1CCN(Cc2cccc3cccnc23)CC1	5
COc1ccc(OC)c(C2C3=C(N=c4s/c(=C/c5ccc(-c6ccc(C)cc6[N+](=O)[O-])o5)c(=O)n42)c2ccccc2CC3)c1 (configuration not stated)	-3
Clc1ncccc1Oc1ncccn1	-3
C=CCn1nnc(NC(=O)c2ccccc2I)n1	-3
Nc1c(-c2nnnn2-c2ccc(F)cc2)cnc2cc(Cl)ccc12	-5
Cc1ccnc(NS(=O)(=O)c2ccc(F)c(C)c2)c1	-2
CCOC(=O)c1c(NC(=O)CCCN2CCCCC2)sc2c1CC(C)(C)OC2	3
CC12CCC(/C(=C\c3ccc(S(=O)(=O)N4CCCCC4)cc3)C1=O)C2(C)C (configuration not stated)	-8
O=C1CCCN1CCCC(=O)N1CCc2onc(-c3ccccc3F)c2C1	-8
COc1ccc(-c2noc(N3CCC(C(=O)Nc4ccc(OC)c(OC)c4)CC3)n2)cc1	-5
Cc1ccc(C)c(-c2nnc(NC(=O)c3ccc4c(c3)OCCO4)o2)c1	4
Cc1ccc(NC(=O)NCc2cccn2Cc2ccccc2)cc1F	-3
C#CCSc1nc2ccccc2n1C(=O)c1cccs1	3
Nc1c(C(=O)Nc2cc(Cl)ccc2Cl)sc2nc(-c3cccs3)ccc12	-3
CCC1CN(C(=O)N2CCC(C(=O)O)CC2)c2cc(C)ccc2O1 (configuration not stated)	4
CCCCOC(=O)CSc1nnc(-c2ccccc2)o1	-11
CCOC(=O)c1ccccc1SCC(c1ccccc1OC)[N+](=O)[O-] (configuration not stated)	-5
Cc1cc2c(cc1C)N(C(=O)c1ccc(F)cc1)C(C)(C)c1ssc(=S)c1-2	-1
Cc1ccc(N2C(=O)C3NN=C(C(=O)c4ccco4)C3C2=O)cc1 (configuration not stated)	-2
CCCCS(=O)(=O)N1CCC(C(=O)NC2CCCC2)CC1	7
Cc1cc(Cl)ccc1NC(=O)Cn1nnc2sc3c(c2c1=O)CCC(C)C3 (configuration not stated)	3

Ordered by count of non-hydrogen atoms (rising): part of the list above
SMILES	RBX1-CUL1 inh
CCCCOC(=O)CSc1nnc(-c2ccccc2)o1	-11
CCCCS(=O)(=O)N1CCC(C(=O)NC2CCCC2)CC1	7
Cc1ccc(NC(=O)NCc2cccn2Cc2ccccc2)cc1F	-3

(listing goes on)
SMILES	RBX1-CUL1 inh
Cc1ccc(C(NC(=O)Cc2cccs2)C(=O)Nc2ccc(C(C)C)cc2)cc1 (configuration not stated)	1
COc1ccc(/C=C/C(=O)Nc2c3c(nc4ccccc24)N(C)CC3)cc1OC	8
O=S(=O)(O)c1ccc(Nc2cccc(C(F)(F)F)c2)nc1	-2
CC(C)CNc1ncnc2onc(-c3ccc(Cl)cc3)c12	-7
O=C(N/N=C/c1cc2c(cc1[N+](=O)[O-])OCO2)c1cccc2ccccc12	4
CCOc1cc(CNCC2CCNCC2)ccc1OC	-8
CN(C)c1ccc(/C=C/c2nc(=O)c3ccccc3o2)cc1	12
C(=C\c1ccc(-c2cn3ccccc3n2)cc1)/C1=NCCS1	1
COC(=O)n1c(SCC(=O)Nc2ccc(Cl)cc2)nc2ccccc21	-3
CC(SCCc1ccccn1)C(=O)O (configuration not stated)	0
CCn1ncc(CNC2CCCN(Cc3ccccc3F)C2)c1C (configuration not stated)	1
Cc1nn(-c2ccccc2)c(C)c1C=C1C(=O)N(c2ccccc2)C(=S)N(c2ccccc2)C1=O	4
COCCn1c(Cc2ccccc2)nnc1SCC(=O)Nc1ccc(OC)cc1	-2
COC(=O)c1ccc([N+](=O)[O-])c2ccccc12	5
O=C(CSCc1cnn(-c2ccccc2)c1-n1cccc1)NCc1ccc(Cl)cc1	-4
Nc1c(C(=O)NC2CCCCC2)sc2ncccc12	5
Cn1ccnc1CN1CCCC1C(=O)Nc1ccccc1Oc1cccnc1 (configuration not stated)	-3
CCOc1ccc(NC(=O)CN2CCCN(Cc3cc(C)ccc3C)S2(=O)=O)cc1	-15
Cc1cccc(-c2noc(CN(C(=O)c3ccccc3Cl)C(C)C)n2)c1	3
COc1ccc(-c2nc(CN3CCN(C(=O)c4ccco4)CC3)c(C)o2)c(F)c1	1
CC1=CN2C(=NC(C(F)(F)F)(C(F)(F)F)N=C2c2ccc(F)cc2)C=C1	-10
COc1c(C)cccc1C(=O)Nc1cc(Cl)ccc1N1CCN(C(=O)C(C)C)CC1	-3
CCn1c2ccccc2c2nnc(SCCN3CCCCC3)nc21	2
CCCC(C)NC(=O)c1ccc(OC)c(C)c1 (configuration not stated)	1
Cc1oc2ncn(CC(C)C)c(=O)c2c1C(=O)Nc1cccc(C(F)(F)F)c1	13
CC(=O)Nc1ccc(S(=O)(=O)COC(C)=O)cc1	-14
Nc1nc(SCC(=O)Nc2cccc(C(F)(F)F)c2)n[nH]1	3
CC1=C(C)CC(C(=O)Nc2nc(-c3ccc(Cl)cc3)cs2)C(C(=O)O)C1 (configuration not stated)	1
Cc1ccn2c(-c3n[nH]c(=S)n3Cc3ccccc3)c(C)nc2c1	-8
CCOC(=O)c1ccc(NC(=O)CSc2nnc(-c3cccc(F)c3)n2-c2ccccc2)cc1	-2
NC(=O)C1CCN(Cc2nc3ccccc3c(=O)n2-c2ccc(F)cc2)CC1	10
CCOC(=O)c1ncn(C(C)(C)CO)c1N	-7
O=C(C1CCC1)N1CCN(Cc2c(Cl)cccc2Cl)CC1	5
CCCNC(=O)C1CCC(Cn2c(=O)c3sccc3n(Cc3cccc(OC)c3)c2=O)CC1 (configuration not stated)	-6
O=C(Nc1cc(Oc2ccccc2)cc([N+](=O)[O-])c1)c1cc2n(n1)C(C(F)(F)F)CC(c1ccc(Br)cc1)N2 (configuration not stated)	6
O=C(COc1ccc(Cl)cc1Br)Nc1cccc2ccccc12	-1
CCOC(=O)N1CCN(C(=O)c2ccc(N3CCC(NCc4cc(C)no4)CC3)cc2)CC1	2
Cc1ccc(CNC(=O)NC(=O)C(F)(F)F)cc1	-5
O=C(CCCCCN1C(=O)c2ccccc2C1=O)Nc1ccc(OC(F)(F)F)cc1	-11
Cc1ccc(NC(=O)CSc2nc3ncccc3[nH]2)cc1F	-3
CCS(=O)(=O)c1ncc(CN(C)CCc2cn[nH]c2)n1CCCc1ccccc1	7
CC(=O)Nc1cn(C(C)=O)c(C)n1	1
Oc1ccc(N=Nc2ccccc2C(F)(F)F)c2cccnc12	-5
COc1cccc(NC(=O)N(Cc2cn(C)c3ccccc23)C2CCCCC2)c1	-2
Clc1nc(-c2ccccc2)c2[nH]cnc2n1	-9
CC(C1CCN(C(=O)c2cn(C3CC3)cc(C(=O)NCC3CCCCC3)c2=O)CC1)N1CCCC1 (configuration not stated)	-1
COc1ccc(NC(=O)Cn2c(=O)n(CCc3ccccc3)c(=O)c3sc4ccccc4c32)cc1	-3
O=C(/C(=C/c1ccccc1)c1ccccc1)N1CCN(C(=O)c2ccco2)CC1	-1
Cc1ccc(/C=C2\CCc3ccccc3C2=O)o1	-4
CCOc1ccc(NC(=O)CSc2nnc(COc3ccc(OC)cc3)n2C)cc1	0

Overlap with the part before: five compounds; new compounds follow.
SMILES	RBX1-CUL1 inh
CC(C1CCN(C(=O)c2cn(C3CC3)cc(C(=O)NCC3CCCCC3)c2=O)CC1)N1CCCC1 (configuration not stated)	-1
COc1ccc(NC(=O)Cn2c(=O)n(CCc3ccccc3)c(=O)c3sc4ccccc4c32)cc1	-3
O=C(/C(=C/c1ccccc1)c1ccccc1)N1CCN(C(=O)c2ccco2)CC1	-1
Cc1ccc(/C=C2\CCc3ccccc3C2=O)o1	-4
CCOc1ccc(NC(=O)CSc2nnc(COc3ccc(OC)cc3)n2C)cc1	0
Cc1cccc(-n2c(=O)c3c(c4cc(C)ccc4n3C)n(CC(=O)Nc3ccc(C)cc3C)c2=O)c1	2
Cc1nn(C)c(C)c1S(=O)(=O)N1CCC(CO)(Cc2ccc(Cl)cc2)CC1	0
CCc1ccccc1-n1c(SCC(=O)Nc2ccc(C)cc2)nc2n[nH]c(C)c2c1=N	10
CCOC(=O)C1C(CS(=O)(=O)c2ccc(C)cc2)=NC(=O)NC1c1ccc(C(C)C)cc1 (configuration not stated)	-5
N#C/C(=C\c1ccc(-c2ccc(Cl)c(C(=O)O)c2)o1)c1nc2ccccc2[nH]1	-10
COC(=O)c1cc2sccc2n1Cc1ccccc1	-17
COc1cccc(OCc2nc(C(=O)N3CCc4sccc4C3)co2)c1	0
O=C(O)c1cc(S(=O)(=O)N2CCSCC2)cs1	-2
Cc1nnc(N2CCN(c3cccc(C(F)(F)F)c3)CC2)c2c1nnn2Cc1ccccc1	6
O=C1NC(=S)N(c2ccc(Br)cc2)C(=O)/C1=C/c1ccc(Sc2nc3ccccc3[nH]2)o1	108*

A stretch from the list above, for reference:
SMILES	RBX1-CUL1 inh
CCn1ncc(CNC2CCCN(Cc3ccccc3F)C2)c1C (configuration not stated)	1
Cc1nn(-c2ccccc2)c(C)c1C=C1C(=O)N(c2ccccc2)C(=S)N(c2ccccc2)C1=O	4

Remaining list, next part
SMILES	RBX1-CUL1 inh
CN1C(=O)C(NC(=O)CSc2nc3ccccc3o2)c2ccccc21 (configuration not stated)	-1
CCOc1cc(/C=C(\C#N)C(=O)Nc2ccccc2C)ccc1OCc1cc(=O)n2nc(CC)sc2n1	1
CCC(=O)Oc1c(C2Oc3nc(SC)nnc3-c3ccccc3N2C(=O)CC)cc(OC)cc1[N+](=O)[O-] (configuration not stated)	-4
Cc1ccc(SCNc2ccc([N+](=O)[O-])cc2)cc1	7
CCc1cccc(C)c1NC(=O)CC1Oc2ccc(C)cc2NC1=O (configuration not stated)	2
O=C(NNC(=O)c1cccs1)c1cn2cc(C(F)(F)F)cc(Cl)c2n1	0
COc1ccc(C)cc1-n1c(-c2ccc(Cl)cc2)cc2c1CC(C)(C)CC2=O	-10
COc1cc(C(=O)NNC(=O)c2ccc(Br)o2)cc(OC)c1OC	-7
CCCCn1c(=O)c2oc3ccccc3c2n(Cc2ccc(OC)cc2)c1=O	-12
OCC1(Cc2ccccc2F)CCCN(Cc2cccc3ccccc23)C1 (configuration not stated)	12
N#Cc1c(NC(=O)c2cccnc2Cl)sc2c1CCC2	-1
CCc1cc2c(=O)c(-c3ccc4c(c3)OCCCO4)coc2cc1OCC(=O)c1ccc(Cl)cc1	-3
O=C(CCc1ccccc1)Nc1ccc(S(=O)(=O)N2CCCCC2)cc1	5
CCOC(=O)C1CCN(S(=O)(=O)c2csc(C(N)=O)c2)CC1	3
CCc1[nH]nc2c1C(c1ccccc1F)C(C#N)C(=N)O2 (configuration not stated)	-5
CN(C)C(=O)c1cc(-c2cnn(-c3ccccn3)c2)nc2ccc(F)cc12	1
CCN1CCN(CCCNC(=O)c2cnn(-c3ccc(OC)cc3)c2C2CCN(C(=O)OC(C)(C)C)CC2)CC1	0
Cc1ccc(CSc2nnc(N3C(=O)C(=O)C(C(=O)c4cc5ccccc5o4)C3c3ccc(OCc4ccccc4)cc3)s2)cc1 (configuration not stated)	47*
CS(=O)(=O)Nc1ccc(S(=O)(=O)NC2CCCCCC2)cc1	-5
O=c1c2cccnc2n(Cc2cccc(F)c2)c(=O)n1Cc1ccc(F)cc1	4

With a hit mark in RBX1-CUL1 inh (from the list above):
SMILES	RBX1-CUL1 inh
O=C1NC(=S)N(c2ccc(Br)cc2)C(=O)/C1=C/c1ccc(Sc2nc3ccccc3[nH]2)o1	108*
Cc1ccc(CSc2nnc(N3C(=O)C(=O)C(C(=O)c4cc5ccccc5o4)C3c3ccc(OCc4ccccc4)cc3)s2)cc1 (configuration not stated)	47*

Carrying on.
SMILES	RBX1-CUL1 inh
Cc1ccc(NC(=O)C2CCCN(S(=O)(=O)c3ccc4[nH]c(=O)ccc4c3)C2)cc1C (configuration not stated)	7
CC1=C(C(=O)OCc2ccccc2)C(c2ccccc2[N+](=O)[O-])NC(=O)N1C (configuration not stated)	-1
O=S(=O)(c1ccc(Br)cc1)c1nnn2c1nc(NCc1cccs1)c1sccc12	-1
O=C(C1=C(c2ccccc2)N(c2ccccc2)C(=O)C1=C(c1ccccc1)c1ccccc1)c1ccccc1	-6
CC(O)(c1ccccc1)c1cn(S(=O)(=O)c2ccccc2)c2ccccc12 (configuration not stated)	1
Cc1ccc(NC(=O)CC(C(=O)O)N2CCN(C)CC2)cc1Cl (configuration not stated)	-3
O=C1Nc2ccccc2C1=Nc1ccc(F)cc1	3
CCOC(=O)c1c(NC(=O)CSC2=NC(=N)CC(=O)N2)sc(C)c1C	6
Cc1cccc(CNC(=O)c2ccc3c(c2)N(C)CCS3)c1	3
CCc1ccccc1Nc1nc2ccccc2n2nnnc12	2
COc1cc(C2CC(=O)N=C3C2C(=O)N(C)C(=O)N3C)cc(OC)c1OC (configuration not stated)	-1

Source: PubChem BioAssay

Only part of the results is shown; count on the stated rates, not on these rows.
